Screening results deposited in PubChem BioAssay by Broad Institute.
E-selectin induc – induces E-selectin expression in human endothelial cells; P16581; HUVEC E-selectin immunofluorescence imaging; normalized: neutral wells 0, TNF-alpha wells 100; activation, % at 7.58 µM; actives 0.37% (n = 260,000);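 active means mean E-selectin-positive cell signal at least 10% of the positive control, reached in at least 60% of replicates, without over 20% cell loss; inconclusive means no rule given, readout overlaps actives, possibly toxicity-flagged; inactive means the rest, including those meeting only one limit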;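 further: in these data hits start at about 27%; measured in HUVEC primary endothelial cells; signal is the percent of cells scored E-selectin positive by PE staining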
Target sequence (P16581 whole entry, looked up): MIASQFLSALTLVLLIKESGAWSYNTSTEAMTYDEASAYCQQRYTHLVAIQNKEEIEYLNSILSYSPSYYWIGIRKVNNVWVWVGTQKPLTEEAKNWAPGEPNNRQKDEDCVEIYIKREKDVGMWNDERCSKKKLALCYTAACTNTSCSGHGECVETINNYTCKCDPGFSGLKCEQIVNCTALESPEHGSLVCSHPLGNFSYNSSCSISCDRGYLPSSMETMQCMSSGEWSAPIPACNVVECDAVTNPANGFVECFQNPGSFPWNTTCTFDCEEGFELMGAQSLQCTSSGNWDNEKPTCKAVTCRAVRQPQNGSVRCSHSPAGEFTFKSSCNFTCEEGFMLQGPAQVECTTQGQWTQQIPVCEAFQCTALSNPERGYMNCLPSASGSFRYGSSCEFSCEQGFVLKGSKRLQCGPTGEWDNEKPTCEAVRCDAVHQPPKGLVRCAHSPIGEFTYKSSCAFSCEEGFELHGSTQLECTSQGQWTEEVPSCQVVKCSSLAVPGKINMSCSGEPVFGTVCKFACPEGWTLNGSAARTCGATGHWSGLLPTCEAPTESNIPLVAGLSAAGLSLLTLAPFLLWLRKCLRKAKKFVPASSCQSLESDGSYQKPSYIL
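material = human umbilical vein endothelial cells (HUVEC), E-selectin induction | quantity = 3,000 cells/well | medium = EGM-2 growth medium on 0.1% gelatin-coated wells | technique = immunofluorescence imaging | read-out basis = % PE-positive cells | control set = TNF-alpha positive control, DMSO neutral control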
RAD54 inh – inhibitors of human RAD54 branch migration; RAD54 Holliday junction branch migration, FAM/BHQ fluorescence; inhibition, % at 10.4 µM; actives 0.14% (n = 360,000);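 active means mean normalized replicate activity at least 40 and at least half of replicates scoring 40 or more; inconclusive means only one of the two criteria met; inactive means mean below 40 and under half of replicates reaching 40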;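 further: 0% = median of neutral control wells and 100% = median of positive control wells; inhibitors cause a drop in the FAM fluorescence signal; in these data hits start at about 50%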
esBAF inh – SWI/SNF esBAF complex inhibition. mouse ES cells, Bmi1-luciferase knock-in reporter, 24 h; 100% = twice the neutral-well signal. actives 2% (n = 350,000). reporter increase, % at 12.5 µM; in the data active means activation above about 40%; inconclusive means no clear call, values can overlap the other calls;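 further: 0% = median of the plate's neutral control wells and 100% = double that signal; a rise in the Bmi1 reporter signal indicates esBAF inhibition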
Xi reactivation – X-chromosome reactivation activator; XiGFP mouse fibroblasts, % GFP-positive cells imaging, 3 d; cells co-treated with 5-aza-dC sensitizer; scaled so ellipticine positive control = 100%; activation, % at 7.58 µM; actives 0.055% (n = 360,000); AID 743238;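 active means mean normalized replicate activation at least 10% and every replicate at or above 10%; inconclusive means only one of the two criteria met; inactive means mean below 10% and not all replicates reach 10%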;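 further: 0% = median of on-plate neutral control wells and 100% = ellipticine 6 µM median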
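System: XiGFP fibroblasts, SV40-immortalized. Medium: DMEM plus 5-aza-dC sensitizer. Doses: single point. Timing: 3 d treatment, 15 min room-temperature fixation. Control set: ellipticine 6 µM.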
* marks the source's active call; other numbers are inactive results; ? = inconclusive; · = no result given. These rows are one share of the data; count on the stated rates, not on these rows.

Results follow in this order: E-selectin induc | RAD54 inh | esBAF inh | Xi reactivation
> CCN(CC)S(=O)(=O)c1ccc(N(C)C)c(NC(=O)CC(NC(C)=O)c2ccccc2)c1 (centres undefined)
  · | -1 | 1 | ·
> O=C(CN1C(=O)C2(OCCCO2)c2ccccc21)NCCc1ccccc1
  · | 3 | -7 | ·
> CC1(C(=O)Nc2nnc(SCc3ccccc3)s2)Cc2ccccc2C(=O)O1 (centres undefined)
  · | 6 | 3 | ·
> CC(=O)NC12CC3CC(C1)CC(C(=O)OCC(=O)NC(=O)c1cccn1C)(C3)C2
  · | -14 | 2 | ·
> COCc1[nH]nc2c1C1(C(=O)N(C)c3ccccc31)C(C#N)=C(N)O2 (centres undefined)
  · | -4 | -10 | ·
> Cc1ccc(C(=O)CSc2n[nH]c(-c3ccco3)n2)cc1C
  · | 2 | 11 | ·
> CCOC(=O)c1cc(NC(=O)c2ccc(OC)cc2)c(=O)oc1-c1ccccc1
  · | -3 | -4 | ·
> Cc1ccc(NC(=O)c2oc3c(c2C)C(=O)CC(C)(C)C3)cc1
  · | 3 | 3 | ·
> COc1ccc(S(=O)(=O)NCc2ccccn2)cc1Cl
  · | 1 | -1 | ·
> COc1cccc(C(=O)Nc2ccc(N(C)C)cc2)c1OC
  · | 3 | 11 | ·
> O=C1Nc2c(Br)cc(Br)cc2C1(O)N1CCOCC1 (centres undefined)
  5.2 | -1 | · | ·
> COc1ccc(/C=c2/sc3n(c2=O)C(c2ccccc2OC)C2=C(N=3)c3ccccc3CC2)cc1O (centres undefined)
  -1.8 | 1 | · | ·
> CCn1c(SCc2ccccc2)nnc1C1CCN(S(=O)(=O)c2ccc(OC)cc2)CC1
  -0.2 | -11 | · | ·
> COc1ccccc1C(=O)Nc1ccc2c(c1)nc1n2CCSC1
  -2.5 | 7 | · | ·
> FC(F)(F)c1cccc(OCCOCCn2cncn2)c1
  -0.5 | 7 | · | ·
> COc1cccc(NC(=O)Cc2nnc(SCC(=O)NC(C)c3ccccc3)n2C)c1 (centres undefined)
  -1.4 | 8 | · | ·
> N#CC1=C(SCC(N)=O)NC2=C(C(=O)c3ccccc32)C1c1ccc(Cl)cc1 (centres undefined)
  -1.3 | -15 | · | ·
> O=C(CCCCn1c(=O)[nH]c2ccsc2c1=O)NCC1CCCO1 (centres undefined)
  0.6 | 1 | · | ·
> Cc1noc(N)c1C(=O)Nc1ccc(C(C)(C)C)cc1
  -0.6 | 0 | · | ·
> CC(C)C(c1nnnn1C(C)(C)C)N1CCOCC1 (centres undefined)
  0.0 | 0 | · | ·
> CCOC(=O)/C(=N\Nc1cccc(C(F)(F)F)c1)N(CCOC)CCOC
  -0.7 | -10 | · | ·
> Cc1c(C(=O)NCCCN2CCCC2=O)oc2ccc(S(=O)(=O)N3CCOCC3)cc12
  ? | -10 | · | ·
> COc1cc(NC(=O)c2ncn[nH]2)cc(OC)c1OC
  -1.5 | 0 | · | ·
> Cc1ccc(C(=O)NCCCN2CCOCC2)cc1N1CCCC1=O
  -1.6 | 6 | · | ·
> CCCCCCC1NC(C(=O)O)CS1 (centres undefined)
  -0.3 | 0 | · | ·
> O=C(O)C1C2C=CC(C2)C1C(=O)Nc1nccs1 (centres undefined)
  -0.8 | 1 | · | ·
> Clc1cccc(Cl)c1CO/N=C/c1c(-c2ccccc2)nc2n1CCS2
  -0.2 | 3 | · | ·
> CN1CCN(C(=O)Cn2c(C(F)(F)F)nc3ccccc32)CC1
  -1.7 | 3 | · | ·
> O=C(c1nn(Cc2ccccc2)c(=O)c2ccccc12)N1CCN(c2ccccn2)CC1
  -0.9 | -1 | · | ·
> CCOC(=O)CC1C(C(=O)OCC)ON2OC(C(=O)OC)C(C(=O)OCC)C12 (centres undefined)
  -1.7 | -2 | · | ·

2 entries from above in another layout:
structure | E-selectin induc | RAD54 inh | esBAF inh | Xi reactivation
O=C1Nc2c(Br)cc(Br)cc2C1(O)N1CCOCC1 (centres undefined) | 5.2 | -1 | · | ·
O=C(CN1C(=O)C2(OCCCO2)c2ccccc21)NCCc1ccccc1 | · | 3 | -7 | ·

Following part
Results follow in this order: E-selectin induc | RAD54 inh | esBAF inh | Xi reactivation
> Cc1noc(/C=C/c2ccco2)c1S(=O)(=O)N1CCC(C(=O)NCc2ccco2)CC1
  -2.2 | -14 | · | ·
> COc1ccc(S(=O)(=O)N2CCN(S(=O)(=O)c3ccc(C(F)(F)F)cc3)CC2)cc1C
  -0.6 | 1 | · | ·
> CCN=c1scc(C)n1/N=C/c1ccc(O)c(O)c1O
  -1.4 | 8 | · | ·
> CCOc1nc(C#N)nc(N2CCCCC2)n1
  -1.6 | 0 | · | ·
> COc1cc(C)nc2nc(SCc3ccccc3)nn12
  -0.6 | -4 | · | ·
> COc1ccc2cc3cc(C(=O)Nc4cc(OC)c(OC)c(OC)c4)oc3nc2c1
  -3.3 | 6 | · | ·
> O=c1cc2c(nn1Cc1cccc(Cl)c1)-c1ccccc1CC2
  0.4 | 0 | · | ·
> Cc1c(Cl)cccc1NC(=O)CC1NCCNC1=O (centres undefined)
  -0.2 | 2 | · | ·
> Cc1nn(-c2ncc(C(F)(F)F)cc2Cl)c(=O)n1-c1ccccc1Cl
  -1.7 | 4 | · | ·
> CCN(C(=O)Cn1c(=O)n(Cc2ccccc2)c(=O)c2ccccc21)c1cccc(C)c1
  0.5 | · | -2 | ·
> CC1(C)CC(=O)C=C(N2CCNCC2)C1
  0.0 | · | 8 | ·
> COc1ccc(-c2nsc3c(N4CCCCC4)ncnc23)cc1
  -0.7 | · | -77 | ·
> CC1Cc2ccccc2N1C(=O)CSc1nnc(-c2ccc(S(=O)(=O)N3CCOCC3)cc2)n1C (centres undefined)
  · | -13 | · | 1.3
> Cc1ccc(Cl)cc1NC(=S)N(CCCN1CCOCC1)Cc1ccccn1
  · | -6 | · | 0.0
> COc1ccc(-c2nc3cc(NC(=S)NC(=O)Cc4ccccc4)ccc3o2)cc1
  · | 2 | · | 0.1
> O=S(=O)(/N=C(/Nc1ccccn1)c1ccc(Cl)cc1)c1ccc(Cl)cc1
  · | 4 | · | -0.1
> COc1ccc(-c2c(C#N)c(SCC(=O)c3cc4ccccc4oc3=O)nc(C)c2C(=O)Nc2ccccc2)cc1
  · | -2 | · | -0.1
> Cc1ccc(N2CC(C(=O)N/N=C/c3sccc3C)CC2=O)cc1 (centres undefined)
  · | -10 | · | 0.1
> O=C(/C=C/c1ccc(F)cc1)Nc1cc(S(=O)(=O)N2CCOCC2)ccc1N1CCCC1
  · | -13 | · | 0.0
> Cc1ccc(S(=O)(=O)Nc2ccc3c(c2)CCC3)cc1
  · | -12 | · | -0.1
> CC(C)CNC(=S)N(Cc1ccco1)Cc1cc2cc3c(cc2[nH]c1=O)OCCO3
  · | -7 | · | 0.0
> Cc1cc(=O)oc2cc(Oc3ccc([N+](=O)[O-])cc3[N+](=O)[O-])ccc12
  · | -2 | · | -0.1
> O=C(NCc1ccc2c(c1)OCO2)C1CCN(S(=O)(=O)N2CCCCC2)CC1
  · | -2 | · | 0.0
> Cc1cc(C)nc(/N=C(/NC(=O)Nc2ccc(Cl)c(Cl)c2)Nc2cccc(Cl)c2)n1
  · | -4 | · | 0.0
> Cc1cccc2cc3c(N)c(C(=O)N4CCCc5ccccc54)sc3nc12
  · | -12 | · | 40*
> O=C(COc1ccc([N+](=O)[O-])cc1Cl)NCCc1ccccc1
  · | 3 | · | 0.0
> CCOc1ccc(CN2CCN(CC(O)Cn3c4ccccc4c4ccccc43)CC2)cc1 (centres undefined)
  · | 2 | · | 0.0
> Cc1ccccc1N1CCN(CCCCN2C(=O)C3CCCN3C2=O)CC1 (centres undefined)
  · | -6 | · | 0.3
> Cn1c(=O)c2c(nc(-c3ccccc3)n2C)n(Cc2ccccc2)c1=O
  · | 2 | · | 0.0
> Cc1nnc(SCC(=O)Nc2cc(C(C)(C)C)nn2-c2ccccc2)s1
  · | -11 | · | 0.1
> O=C(Cn1nnc(-c2ccccc2)n1)N/N=C/c1cccc([N+](=O)[O-])c1
  · | 6 | · | 0.0
> O=S1(=O)N=C(N/N=C/C=C/c2ccccc2)c2ccccc21
  · | -2 | · | 0.4
> CC(Oc1ccc(Cl)cc1Cl)C(=O)NCCC1=CCCCC1 (centres undefined)
  · | -9 | · | 0.2
> Cc1nc(NS(=O)(=O)c2ccccc2)sc1C(C)(C)C
  · | -10 | · | 0.2
> Cc1ccc(NC(=O)Cc2ccc(-n3cccc3)cc2)c(C)c1
  · | 4 | · | 0.3
> COc1ccc(-n2c(O)c(/C=N/NS(=O)(=O)c3cc(C)ccc3C)c3ccccc3c2=O)cc1OC
  · | -3 | · | 0.1
> CCOc1ccc(/C=C(\C(=O)O)c2ccc(S(=O)(=O)N3CCOCC3)s2)cc1OC
  · | -10 | · | 0.1
> CCOC(=O)/C(C#N)=C/c1ccc(N2CCN(C)CC2)cc1
  · | 16 | · | 0.0
> CCN(CC)S(=O)(=O)c1ccc(N2CCN(c3cccc(OC)c3)CC2)c([N+](=O)[O-])c1
  · | 16 | · | 0.4
> FC(F)(F)c1cccc(NC(=S)NCc2ccccn2)c1
  · | -3 | · | 0.0
> COc1ccc(OCC(=O)NNC(=O)c2nn(C)c(=O)c3ccccc23)cc1
  · | -1 | · | -0.1
> O=C(Cn1cnc2ccccc21)N/N=C/c1ccccc1[N+](=O)[O-]
  · | 13 | · | 0.1
> CCCN1CNC(=S)N(c2ccccc2OCC)C1
  · | 2 | · | 0.0
> Nc1n[nH]c(-c2cccc([N+](=O)[O-])c2)n1
  · | 0 | · | 0.9
> CCOc1cc(C2NC(=S)NC(C)=C2C(=O)Nc2ccc(OC)cc2)ccc1O (centres undefined)
  · | 3 | · | 0.0
> Cc1ccc(-n2nc3c(=O)n(CC(=O)c4ccc(F)cc4)nc(C)c3c2C)cc1
  · | 1 | · | 0.1
> CCCC1=Nc2cc(C(=O)NCc3ccco3)ccc2Sc2ccccc21
  · | 1 | · | 0.6
> Cc1cc(C)nc(NS(=O)(=O)c2ccc(NC(=O)c3cccc(N4C(=O)CCC4=O)c3)cc2)n1
  · | 0 | · | 0.0
> Cn1cnnc1SCc1ccc(C(=O)N=Nc2c(O)n(C)c3ccccc23)cc1
  · | 23 | · | 0.0
> CCOC(=O)c1ccc(NC(=S)N2CCN(Cc3ccccc3)CC2)cc1
  · | 0 | · | 0.3
> CCN(CC)S(=O)(=O)c1ccc(N/N=C(\C)c2ccc3c(c2)OCO3)c([N+](=O)[O-])c1
  · | -9 | · | 0.1
> O=C(CSCc1ccccc1Br)N/N=C/c1ccc(OCC(=O)N2CCCCC2)cc1
  · | -1 | · | -0.1
> O=C(CC1SC(=Nc2ccccc2)N(Cc2ccccn2)C1=O)Nc1ccc(Br)cc1 (centres undefined)
  · | 11 | · | -0.1
> C=CCc1cc(Cl)ccc1OCCNCCCOC
  · | -8 | · | 0.0
> O=C(CSc1nnc(CCCN2C(=O)c3cccc4cccc(c34)C2=O)n1-c1ccccc1)N1CCN(CCO)CC1
  · | -6 | · | 0.0
> CS(=O)(=O)Nc1ccc(C2=NN(C(=O)C3CCCCC3)C(c3cccs3)C2)cc1 (centres undefined)
  · | 1 | · | 0.0
> Cc1cc(C)cc(NC(=O)C(OC(=O)c2ccc([N+](=O)[O-])o2)c2ccccc2)c1 (centres undefined)
  · | 1 | · | 0.0
> OCCN(CCO)CC(O)COc1ccc(C23CC4CC(CC(C4)C2)C3)cc1 (centres undefined)
  · | -2 | · | 0.0

Four records drawn at random from the list so far, as already listed:
Results follow in this order: E-selectin induc | RAD54 inh | esBAF inh | Xi reactivation
> CC(=O)NC12CC3CC(C1)CC(C(=O)OCC(=O)NC(=O)c1cccn1C)(C3)C2
  · | -14 | 2 | ·
> Cc1ccc(NC(=O)c2oc3c(c2C)C(=O)CC(C)(C)C3)cc1
  · | 3 | 3 | ·
> FC(F)(F)c1cccc(OCCOCCn2cncn2)c1
  -0.5 | 7 | · | ·
> CC(Oc1ccc(Cl)cc1Cl)C(=O)NCCC1=CCCCC1 (centres undefined)
  · | -9 | · | 0.2
